Screening results from PubChem BioAssay.
GC-B act – GC-B (human) receptor activation; HEK293-GC-B cells, CNP EC30, cGMP TR-FRET; 0% at EC30 CNP, 100% saturating CNP; hit rate 0.11% among 370,000; activation, % at 10 µM; AID 1920062;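 active = activation at 10 µM reaching about 35% in either raw or pattern-adjusted values, limit read from the data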
NPR1 activator – GC-A (human) enzyme activation; AID 1671463; activation, % at 10 µM; hit rate 0.14% among 370,000; HEK293 GC-A cells, cGMP TR-FRET, EC30 ANP; 0% at EC30 ANP, 100% saturating ANP; P16066; in the data active = activation above about 40%
ARFGAP1 inh – rat ARFGAP1 inhibition | Q62848 | Arfgap1-stimulated ARF1 GTP hydrolysis, GDP FP detection | inhibition, % at 16.5 µM | hit rate 0.26% among 360,000 | AID 651572;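 active = inhibition above a per-plate limit, mean inhibition of low control wells plus 3 SD, cut at about 25% in these data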;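 note: 0% = DMSO wells with enzyme and 100% = wells lacking Arfgap1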
Target sequence (Q62848 1-136 limits assumed): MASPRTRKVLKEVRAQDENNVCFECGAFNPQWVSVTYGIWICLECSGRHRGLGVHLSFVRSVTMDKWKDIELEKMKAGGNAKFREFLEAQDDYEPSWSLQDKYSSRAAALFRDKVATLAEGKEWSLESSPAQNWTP
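Material – truncated rat Arfgap1 GAP domain · Buffer or medium – HEPES-based buffer, pH 7.5 · Reagent – human ARF1(Δ1-17)-GTP substrate · Dosing – 16.5 µM single point, 1.26% DMSO · Schedule – GTP hydrolysis reaction 2 h at 25 °C · Technique – GDP detection by fluorescence polarization · Benchmarks – No-Arfgap1 wells (100%) versus DMSO full-reaction wells (0%) · Repeats – single replicate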
HGIII-sPLA2 inh – Inhibits HGIII-sPLA2 liposome hydrolysis, primary screen | QFRET BODIPY PC-A2 liposome hydrolysis, fluorescence | inhibition, % at 12.2 µM | hit rate 0.56% among 370,000 | AID 743126;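 active = inhibition above mean plus 3 SD of compounds lying within the high and low control bounds, cut at about 19% in these data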;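 note: 0% = median of test compound wells and 100% = no enzyme DMSO wells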
rCAG binder – r(CAG) repeat RNA binding | inhibition, % at 3 µM | TO-PRO-1 dye displacement fluorescence | hit rate 1.3% among 370,000;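 active = inhibition above the plate cutoff, the mean of all test compounds on that plate plus 3 SD, cut at about 35% in these data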;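 note: 0% = DMSO alone and 100% = 100 µM mitoxantrone as full dye displacement; higher means more dye released from RNA so lower well fluorescence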
DDE Tn6 FP inh – disrupts Tn6 cyclic peptide binding to fibrin D-Dimer-E complex; Fibrin DD(E) TRITC-Tn6 fluorescence polarization displacement; hit rate 0.21% among 370,000; inhibition, % at 8.3 µM; AID 720509;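 active = inhibition above a per-campaign cutoff: mean of compounds within control limits plus 3 SD, cut at about 15% in these data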;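 note: 0% = median of all compound wells on the plate and 100% = blocking peptide control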
Target sequence (P02675 whole entry, looked up): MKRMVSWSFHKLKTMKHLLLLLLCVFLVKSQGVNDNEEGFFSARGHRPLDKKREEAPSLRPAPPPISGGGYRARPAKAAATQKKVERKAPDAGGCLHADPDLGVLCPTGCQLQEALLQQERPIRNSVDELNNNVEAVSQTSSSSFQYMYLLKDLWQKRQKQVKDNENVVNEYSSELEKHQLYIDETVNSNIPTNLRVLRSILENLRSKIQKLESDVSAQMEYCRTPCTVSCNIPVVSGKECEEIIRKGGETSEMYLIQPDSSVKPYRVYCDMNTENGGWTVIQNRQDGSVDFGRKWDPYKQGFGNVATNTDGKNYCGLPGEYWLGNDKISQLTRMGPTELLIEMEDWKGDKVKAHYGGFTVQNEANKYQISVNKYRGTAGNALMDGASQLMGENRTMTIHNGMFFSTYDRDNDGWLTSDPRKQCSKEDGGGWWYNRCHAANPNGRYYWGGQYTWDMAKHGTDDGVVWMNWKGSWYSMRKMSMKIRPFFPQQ
ADAM10 inh – inhibits human ADAM10; O14672; inhibition, % at 7 µM; recombinant ADAM10, EDANS/DABCYL FRET peptide cleavage, 3 h; AID 720582; hit rate 0.62% among 370,000;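 active = inhibition above a per-campaign cutoff equal to the mean of compounds falling between control-based bounds plus 3 SD, cut at about 20% in these data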;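 note: 0% = DMSO wells while the 100% control is not disclosed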
proKLK7 act – proKLK7 (human) activation, primary screen; AID 652039; activation, % at 7 µM; P49862; purified proKLK7, EDANS-DABCYL substrate fluorescence; 100% is mature enzyme control, 0% vehicle; hit rate 0.9% among 370,000;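 active = activation above the mean of all tested compounds plus 3 SD, computed per campaign excluding outliers beyond control limits, cut at about 13% in these data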
ASAP1 inh – inhibitors of human ASAP1 ArfGAP activity; Q9ULH1; ASAP1-stimulated ARF1 GTP hydrolysis, GDP FP detection; inhibition, % at 16.5 µM; hit rate 0.19% among 360,000; in the data active = inhibition above about 25%;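 note: 0% = vehicle with enzyme and substrate and 100% = no enzyme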
Target sequence (Q9ULH1 325-724 limits assumed): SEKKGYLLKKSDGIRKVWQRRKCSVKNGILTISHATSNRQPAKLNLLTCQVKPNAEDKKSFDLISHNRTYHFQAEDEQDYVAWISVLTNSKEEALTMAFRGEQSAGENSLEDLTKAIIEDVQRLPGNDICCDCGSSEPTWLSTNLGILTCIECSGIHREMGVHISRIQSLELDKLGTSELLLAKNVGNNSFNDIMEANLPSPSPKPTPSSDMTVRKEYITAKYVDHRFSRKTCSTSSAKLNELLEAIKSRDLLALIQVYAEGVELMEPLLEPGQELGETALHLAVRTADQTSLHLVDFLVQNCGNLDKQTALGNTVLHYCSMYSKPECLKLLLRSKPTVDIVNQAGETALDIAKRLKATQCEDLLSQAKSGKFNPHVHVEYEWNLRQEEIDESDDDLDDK
GAA850 FXN act – increases GAA850 frataxin promoter reporter activity. hit rate 0.56% among 360,000. AID 540364. activation, % at 6 µM. HEK293 lucGAA850 FXN promoter luciferase reporter, 24 h; percent of 10 µM SAHA response;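 active = activation above the average of all compounds screened plus 3 SD, cutoff fixed separately per campaign, cut at about 7.5% in these data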;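 note: 0% = DMSO wells and 100% = 10 µM SAHA wells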
Numbers without * were called inactive; i = inactive; . = not tested or not shown.

1. CCCCNC(=O)C1c2ccccc2OCC(=O)N1Cc1cccnc1 (stereo not given)
2. COc1cc2cc(CN(C(=O)Nc3ccccc3)C3CCCC3)c(=O)[nH]c2cc1OC
3. COC(=O)c1ccc2nc(-c3ccccc3)c(Cc3ccsc3)n2c1
4. CCCc1ccc(S(=O)(=O)N(C)S(=O)(=O)c2ccc(F)cc2)cc1
5. CCCn1nc(C(=O)NNC(=O)CCCOc2ccc(OC)cc2)c2ccccc2c1=O
6. CC(=O)Nc1ccc(S(=O)(=O)NCC2CCC(C(=O)NCCCN3CCCC3=O)CC2)cc1 (stereo not given)
7. CCCNC(=O)C1(C)CCN(C(=O)/C=C/c2ccccc2)C1 (stereo not given)
8. C/C(=N\NC(=O)c1c(Cl)c(C)nn1C)c1cccc(NC(=O)C2CCCC2)c1
Screen / compound no.,1,2,3,4,5,6,7,8
GC-B act,-2,0,15,-6,-4,11,0,3
NPR1 activator,-1,0,13,2,-2,8,2,-1
ARFGAP1 inh,2,4,2,-4,-18,-7,-2,-1
HGIII-sPLA2 inh,-1,-1,-13,1,15,3,0,4
rCAG binder,1,-3,6,0,2,3,1,-7
DDE Tn6 FP inh,-1,1,0,-3,-2,6,-2,-4
ADAM10 inh,-11,i,-167,1,-18,-1,-5,-11
proKLK7 act,-0.2,7.3,-9.6,-1.0,-0.5,0.2,-0.8,0.1
ASAP1 inh,0,-4,6,-2,-4,8,-10,-1
GAA850 FXN act,.,-5.9,.,-0.3,-0.4,1.4,1.4,0.6

9. Cc1cc(C)cc(N(C(=O)c2cccs2)C2C=CS(=O)(=O)C2)c1 (stereo not given)
10. CN(C)P(=O)(Nc1cccc2ccccc12)Nc1cccc2ccccc12
11. CC[C@]1(C(=O)OC)[C@H]2C(=O)N(C)C(=O)[C@H]2[C@H]2CN=C(SC)N21
12. COc1ccc(C(=O)C2CCCN(C(=O)Cn3cncn3)C2)cc1OC (stereo not given)
13. COc1ccc(C2CC(c3cccs3)=NN2C(=O)CSc2nc(=O)n3ccccc3n2)cc1 (stereo not given)
14. Cc1csc(SC(C)C(=O)NCC2CCCO2)n1 (stereo not given)
15. NS(=O)(=O)c1ccc(CCNC(=O)c2ccc(OCC3CCCO3)cc2)cc1 (stereo not given)
16. COC(=O)[C@]12C[C@H](CC(=O)N3CCN(C(=O)C4CC4)CC3)C(=O)N(Cc3ccco3)C1=C[C@H](C1CCCC1)O[C@@H]2C
Screen / compound no.,9,10,11,12,13,14,15,16
GC-B act,-1,-6,0,5,8,5,2,-6
NPR1 activator,0,-5,4,2,8,3,-1,-7
ARFGAP1 inh,-9,2,5,-3,7,8,-1,.
HGIII-sPLA2 inh,-1,4,2,3,-1,0,5,-2
rCAG binder,-2,6,1,-4,6,-3,6,0
DDE Tn6 FP inh,1,-7,-1,1,-2,-4,-2,5
ADAM10 inh,0,-55,-4,-10,-7,-3,1,0
proKLK7 act,-0.5,-0.7,-0.1,0.1,-0.3,0.9,-0.2,0.7
ASAP1 inh,7,4,6,5,-2,-3,-9,.
GAA850 FXN act,-1.4,-5.2,1.0,2.7,-0.7,-1.7,0.9,.

4 compounds from above, limited to GC-B act and ADAM10 inh:
cpd | molecule | GC-B act | ADAM10 inh
6 | CC(=O)Nc1ccc(S(=O)(=O)NCC2CCC(C(=O)NCCCN3CCCC3=O)CC2)cc1 (stereo not given) | 11 | -1
9 | Cc1cc(C)cc(N(C(=O)c2cccs2)C2C=CS(=O)(=O)C2)c1 (stereo not given) | -1 | 0
1 | CCCCNC(=O)C1c2ccccc2OCC(=O)N1Cc1cccnc1 (stereo not given) | -2 | -11
13 | COc1ccc(C2CC(c3cccs3)=NN2C(=O)CSc2nc(=O)n3ccccc3n2)cc1 (stereo not given) | 8 | -7

Going on with the list.
17. Cc1ccc(S(=O)(=O)N2CCN(C(=O)CN3CCCC3)C2)cc1
18. CC(=O)c1ccc(OCCCC(=O)NC2CCC(C)CC2)cc1 (stereo not given)
19. CCS(=O)(=O)N1N=C(c2cccc(NS(C)(=O)=O)c2)CC1c1ccc(C)cc1 (stereo not given)
20. CN(C)CCCNC(=O)N1c2ccccc2Sc2ccccc21
21. Cc1ccccc1-c1nc(S(=O)(=O)c2ccccc2)c(NCCN2CCOCC2)o1
22. Cc1cccc(C(=O)Nc2ccc(NC(=O)Cc3ccc(Cl)cc3)cc2)c1
23. C[C@H]1[C@@H](C(=O)N2CCCC2)CC(=O)/C(=N/OCc2ccccc2)C[C@@H]1c1ccccc1
24. COCCN1Cc2cc(C(=O)OC)c3c(c2C1=O)c1cc(OC)ccc1n3C(=O)c1ccccc1
Screen / compound no.,17,18,19,20,21,22,23,24
GC-B act,-3,-2,-6,-11,-3,5,-9,13
NPR1 activator,9,-5,1,-10,-1,0,-1,3
ARFGAP1 inh,9,12,9,11,-11,11,.,-7
HGIII-sPLA2 inh,-2,4,-16,1,4,12,-12,1
rCAG binder,6,-4,-8,1,1,-1,2,8
DDE Tn6 FP inh,3,-4,8,-4,0,-1,10,-5
ADAM10 inh,1,7,-3,-4,-8,-7,2,-21
proKLK7 act,0.2,-0.2,-0.7,0.5,0.0,-0.8,0.0,1.7
ASAP1 inh,0,1,-8,0,0,-14,.,-4
GAA850 FXN act,2.1,0.8,2.0,-0.1,1.3,0.5,.,.

25. CCCSc1nc(=O)n2cc(C)ccc2n1
26. CC(=O)N1CCc2cc(S(=O)(=O)NCCC(=O)N(C)C3CCCCC3)ccc21
27. O=C(NC1CCCC1)C(c1ccccc1)N(C(=O)c1ccco1)C1CCCC1 (stereo not given)
28. O=C(c1cnn2c(C(F)(F)F)cc(-c3cccs3)nc12)N1CCN(Cc2ccccc2)CC1
29. Cc1ccc2cc(CN(Cc3ccco3)C(=S)NCC3CCCO3)c(=O)[nH]c2c1C (stereo not given)
30. COC(C(=O)Nc1cccc([N+](=O)[O-])c1)c1ccccc1 (stereo not given)
31. CCCCn1c(SCC(=O)N2CCC(C)CC2)nc2ccsc2c1=O
32. Nc1c(C(=O)Nc2ccccc2)sc2nc(-c3ccco3)ccc12
Screen / compound no.,25,26,27,28,29,30,31,32
GC-B act,1,1,-10,46*,5,-2,8,-6
NPR1 activator,5,1,-17,51*,4,-3,1,4
ARFGAP1 inh,8,.,18,-4,5,8,-8,-6
HGIII-sPLA2 inh,2,7,15,-2,-1,5,-6,13
rCAG binder,-1,0,-5,0,-3,-1,-4,35*
DDE Tn6 FP inh,4,0,2,0,-3,0,-1,4
ADAM10 inh,-32,-3,-3,-25,-13,5,9,-196
proKLK7 act,0.6,-0.4,0.1,-5.9,-0.2,-0.1,-0.1,-8.6
ASAP1 inh,1,.,-1,-19,8,1,0,6
GAA850 FXN act,2.8,.,-0.8,0.1,-2.2,1.3,-1.0,-2.9

33. Cc1ccc(CNC(=O)Nc2ccc(F)cc2F)n1C
34. Cc1ccc(C(=O)OC(C)CN2C(C)CCCC2C)cc1 (stereo not given)
35. COc1ccc(C(=O)NCCc2nnc3ccc(SCC(=O)N4CCOCC4)nn23)cc1
36. CC(=O)NNc1ncnc2c1cnn2-c1ccccc1
37. O=C(NC(=S)Nc1ccc2oc(=O)ccc2c1)c1ccccc1F
38. COC(=O)c1cc2ccsc2n1CC(=O)Nc1cc(Cl)ccc1OC
39. CCc1cc(=O)oc2c(CNCc3ccc(OC)cc3OC)c(O)c(Cl)cc12
40. CCC1CCCCN1C(=O)c1ccccc1OC1CCN(S(C)(=O)=O)CC1 (stereo not given)
Screen / compound no.,33,34,35,36,37,38,39,40
GC-B act,4,1,4,1,1,-16,-14,1
NPR1 activator,5,1,4,3,-2,-38,-2,-6
ARFGAP1 inh,-9,-4,-5,0,7,14,-2,6
HGIII-sPLA2 inh,-5,13,7,2,10,-1,-3,-3
rCAG binder,4,-5,-3,1,2,12,-2,-8
DDE Tn6 FP inh,6,6,-6,-1,-3,2,-1,3
ADAM10 inh,-10,6,-9,1,-1,3,i,-3
proKLK7 act,1.0,-0.1,-0.4,0.0,0.9,0.2,44*,-0.8
ASAP1 inh,-3,-10,-4,-11,6,4,15,-2
GAA850 FXN act,1.1,-0.1,-0.6,-1.9,1.8,-4.4,0.7,-0.4

A portion taken from the entries so far, as a working copy:
37. O=C(NC(=S)Nc1ccc2oc(=O)ccc2c1)c1ccccc1F
38. COC(=O)c1cc2ccsc2n1CC(=O)Nc1cc(Cl)ccc1OC
Screen / compound no.,37,38
GC-B act,1,-16
NPR1 activator,-2,-38
ARFGAP1 inh,7,14
HGIII-sPLA2 inh,10,-1
rCAG binder,2,12
DDE Tn6 FP inh,-3,2
ADAM10 inh,-1,3
proKLK7 act,0.9,0.2
ASAP1 inh,6,4
GAA850 FXN act,1.8,-4.4

Following part
41. O=C(CCn1nc(-c2ccccc2)c2ccccc2c1=O)NN1CCOCC1
42. COc1ccc(N(C(=O)c2ccco2)C(C(=O)NC2CCCC2)c2ccc(C)cc2)c(OC)c1 (stereo not given)
43. COc1cc(/C=C2/NC(=O)NC2=O)cc(Br)c1OCc1ccc(C(=O)O)cc1
44. Cc1nn(-c2ccccc2)c(C)c1/C=N/NC(=O)c1[nH][nH]c(=O)c1C
45. Cc1[nH]c(C)c2c(=O)n(Cc3ccccc3Cl)ncc12
46. CCCNS(=O)(=O)c1ccc2c(c1)n(C)c(=O)n2C
47. CCOC(=O)c1c(NC(C)=O)sc(/C(C)=N/Nc2ccc(C(=O)O)cc2)c1C
48. CCn1c(SCC(=O)N2CCOCC2)nc2c([nH]c3ccccc32)c1=O
Screen / compound no.,41,42,43,44,45,46,47,48
GC-B act,1,-4,0,-6,8,2,5,-3
NPR1 activator,5,-20,3,-1,7,-1,3,-5
ARFGAP1 inh,14,6,10,.,3,6,-3,3
HGIII-sPLA2 inh,-3,2,-10,6,1,-1,-3,6
rCAG binder,-9,-8,10,3,1,-5,40*,-4
DDE Tn6 FP inh,-3,-3,5,6,-7,2,-7,6
ADAM10 inh,2,1,-6,-7,2,-1,-7,-12
proKLK7 act,-0.8,0.5,0.8,0.0,0.6,-0.6,-1.3,0.2
ASAP1 inh,-15,0,4,.,12,-5,-8,1
GAA850 FXN act,-0.8,0.1,1.1,.,1.4,0.5,1.4,-1.0

49. CCOCC(=O)Nc1nc2ccc(OCC)cc2s1
50. CCC1(C)Cc2c(sc3nc(SCC(=O)c4ccccc4)[nH]c(=O)c23)CO1 (stereo not given)
51. COc1ccc(S(=O)(=O)Nc2ccc3c(c2)CC(=O)N([C@H](C)CO)C[C@H](C)[C@H](CN(C)C(=O)Nc2ccc4c(c2)OCO4)O3)cc1
52. CCOC(=O)C(CC)c1cc2n(c(=O)c1C#N)CCC21OCCO1 (stereo not given)
53. O=C1S/C(=C\c2ccc(O)c([N+](=O)[O-])c2)C(=O)N1c1ccccc1Cl
Screen / compound no.,49,50,51,52,53
GC-B act,-1,4,1,2,5
NPR1 activator,3,0,2,0,9
ARFGAP1 inh,7,-2,-7,-3,-10
HGIII-sPLA2 inh,3,-51,-19,-4,-45
rCAG binder,-3,14,8,3,48*
DDE Tn6 FP inh,0,0,-1,0,6
ADAM10 inh,8,-8,4,i,11
proKLK7 act,0.1,1.0,0.0,0.4,0.4
ASAP1 inh,12,-1,15,10,0
GAA850 FXN act,3.0,0.3,2.6,.,-0.6

Random draw from the library; about 4.5% have a hit in one of these screens.
